L3MBTL1 block = L3MBTL1 (human) inhibition; AlphaScreen L3MBTL1–H3K9me1 peptide binding; AID 485360; Q9Y468; 0.66% of 230,000 active; Potency, µM (highest dose often 57.1 µM), for the others: at the highest dose activity, negative = inhibition, actives largely listed as inhibitors; active = well fitted inhibition curve with a large enough effect; inconclusive = small, poorly fitted or top-dose-only effect; inactive = no such curve, though single readings can be large or run the other way; also: nearly all actives have a fitted effect of over 60% in size
Target sequence (Q9Y468 whole entry, looked up): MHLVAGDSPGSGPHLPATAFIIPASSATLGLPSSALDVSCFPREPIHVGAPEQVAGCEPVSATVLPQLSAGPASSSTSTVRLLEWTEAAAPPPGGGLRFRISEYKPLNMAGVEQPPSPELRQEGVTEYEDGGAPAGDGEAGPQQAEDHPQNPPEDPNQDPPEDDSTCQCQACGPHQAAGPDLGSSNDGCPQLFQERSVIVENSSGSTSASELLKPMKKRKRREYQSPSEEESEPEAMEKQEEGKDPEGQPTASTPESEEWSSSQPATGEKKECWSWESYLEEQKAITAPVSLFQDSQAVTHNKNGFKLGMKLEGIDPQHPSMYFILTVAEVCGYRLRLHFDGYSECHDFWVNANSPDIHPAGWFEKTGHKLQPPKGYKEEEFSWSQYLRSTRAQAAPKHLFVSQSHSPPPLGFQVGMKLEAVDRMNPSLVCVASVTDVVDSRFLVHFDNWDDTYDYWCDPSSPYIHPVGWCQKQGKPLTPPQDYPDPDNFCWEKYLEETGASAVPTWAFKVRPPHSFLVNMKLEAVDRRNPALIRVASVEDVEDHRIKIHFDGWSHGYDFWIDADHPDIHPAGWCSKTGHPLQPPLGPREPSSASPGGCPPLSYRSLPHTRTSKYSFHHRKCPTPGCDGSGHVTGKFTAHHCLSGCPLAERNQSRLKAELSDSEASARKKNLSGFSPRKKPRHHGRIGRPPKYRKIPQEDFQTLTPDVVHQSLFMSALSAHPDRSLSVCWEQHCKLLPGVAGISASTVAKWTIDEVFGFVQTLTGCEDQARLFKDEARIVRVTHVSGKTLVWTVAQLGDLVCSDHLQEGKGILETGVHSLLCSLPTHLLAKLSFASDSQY
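L3MBTL1 50 nM + b-AHA-H3(1-15)K9me1 75 nM, 30 min RT; compound added, 30 min RT; streptavidin donor/Ni-chelate acceptor beads 10 ug/mL each final, 30 min RT dark; AlphaScreen read.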
* = called active by the depositor; ? = inconclusive; [ ] = remark or other dose. % is scaled to controls: 0 for no effect and ±100 for the full control effect; potency is read from the fitted curve at half-maximal effect. These rows are one share of the data. The share of hits here may be higher or lower than overall.

L3MBTL1 block	compound
3%	Cc1noc(C)c1S(=O)(=O)N(C)C[C@H]1Oc2c(NC(=O)NC3CCCCC3)cccc2C(=O)N([C@H](C)CO)C[C@@H]1C
8%	COc1ccc(CC(=O)NNC(=O)c2ccccc2)cc1OC
-13%	COc1ccccc1/C=C/CN1CCCCC1
55%[activator]	CCOc1ncccc1C(=O)OCC(=O)NC(=O)c1ccccc1
0%	COc1ccccc1C(=O)NC(=O)COC(=O)Cc1ccc(F)cc1
-7%	NS(=O)(=O)c1cc(C(=O)OCC(=O)Nc2ccc3c(c2)OCO3)ccc1Cl
0%	COc1ccc(NC(=O)CC(C)c2ccccc2)cc1S(=O)(=O)N1CCOCC1 (stereo not drawn)
-12%	O=C(NCC(c1ccco1)N1CCCC1)c1cccc(NS(=O)(=O)c2ccccc2)c1 (stereo not drawn)
-7%	C=CC[C@@H](CC(=O)OC(C)(C)C)C(=O)OC[C@H]1CCCN1C(=O)[C@@H](CC=C)CC(=O)N[C@H](CO)Cc1ccccc1
4%	CCOc1ccc(CN2CCN(C3CCC3)CC2CCO)cc1 (stereo not drawn)
-2%	CNc1cc(C)c(C#N)c2nc3ccccc3n12
26%	CCCNC(=O)c1onc(CSc2ccc(Cl)cc2)c1C(=O)NCC1CC1
4%	COc1ccc(NC(=O)N(C)C[C@H]2Oc3c(NS(=O)(=O)c4cccs4)cccc3C(=O)N([C@H](C)CO)C[C@@H]2C)cc1
-5%	COc1ccc(NS(=O)(=O)c2cccc(C(=O)NCCCn3ccnc3)c2)cc1
-1%	COc1ccc(CCNC(=O)C2CCN(C(=O)c3ccccc3)CC2)cc1
7%	CCOc1ccc(NC(=O)[C@@H]2CCC(=O)N2C2OC(=O)c3ccccc32)cc1 (stereo partly drawn)
0%	CC1CCN(S(=O)(=O)c2ccc(C(=O)N3CCCC(C(F)(F)F)C3)cc2)CC1 (stereo not drawn)
1%	CC(C)Sc1ccccc1C(=O)Nc1ccc2c(c1)n(C)c(=O)n2C
2%	O=C(C[n+]1ccccn1)c1ccccc1
5%	CC(NC(=O)CNC(=O)c1ccccc1F)c1ccc(-n2ccnc2)cc1 (stereo not drawn)
-5%	CC1=C([N+](=O)[O-])C(c2ccccc2Cl)NC(=O)N1 (stereo not drawn)
-10%	N#C/C(=C\c1cccnc1)c1ccc([N+](=O)[O-])cc1
2%	CCOC(=O)C1CCCN(C(=O)c2cccc(S(=O)(=O)N(Cc3ccccc3)c3ccccc3OC)c2)C1 (stereo not drawn)
3%	Cc1cc(C)c(S(=O)(=O)NCc2ccccn2)cc1C
4%	Cc1cc(C)c(C#N)c(SCC(=O)N(CCC#N)c2ccc3c(c2)OCCO3)n1

L3MBTL1 block	compound
3%	Cc1cccc(NC(=O)CN(CCc2ccccc2)S(C)(=O)=O)c1
4%	CCN(CC(=O)Nc1ccc2c(c1)OCCO2)C(=O)CCOc1ccccc1
4%	O=C(COc1ccccc1)Nc1cc(NC(=O)COc2ccccc2)cc(C(=O)O)c1
3%	C[C@H](CO)N1C[C@H](C)[C@@H](CN(C)C(=O)Nc2ccc(C(F)(F)F)cc2)Oc2ccc(NS(=O)(=O)c3cccs3)cc2C1=O
-2%	CC(=O)Nc1ccc(SCC(=O)NC(=O)c2ccccc2Br)cc1
-1%	COc1ccc([C@@H]2[C@@H]3C(=O)N(C(C)(C)C)C(=O)[C@@H]3[C@]3(Cc4ccc(Cl)cc4)C(=O)N(c4cccc(Br)c4)C(=O)N23)cc1
11%	COCCNc1nnc(SCC(=O)N(C)c2c(N)n(Cc3ccccc3)c(=O)[nH]c2=O)s1
1%	Cc1c(NC(=O)CN2C(=O)NC(C)(c3ccc(OC(F)F)cc3)C2=O)c(=O)n(-c2ccccc2)n1C (stereo not drawn)
-3%	C[n+]1ccccc1/C=C/c1ccccc1Cl
4%	CCCOc1ccc(C(=O)N(CC(C)C)c2c(N)n(Cc3ccccc3)c(=O)[nH]c2=O)cc1
-9%	CC[C@]12c3[nH]c4ccc(OC)cc4c3CCN1C(=O)C(CC(=O)NCCCN(C)C)C[C@@H]2C(=O)N1CCN(C(=O)C2CC2)CC1 (stereo partly drawn)
-3%	COc1ccc(CCNC(=O)C2CCN(C(=O)c3ccc(F)cc3)CC2)cc1OC
8%	O=C(NCc1ccc(Cl)cc1)c1cccc(NC2=NC3CS(=O)(=O)CC3S2)c1 (stereo not drawn)
4%	O=C(CN1C(=O)c2cccc([N+](=O)[O-])c2C1=O)N1CCN(S(=O)(=O)c2ccccc2)CC1
-6%	CC1CCN(C(=O)CN2C(=O)C(=O)N(C(C)C)C2=O)c2ccccc2S1 (stereo not drawn)
6%	COCCNC(=O)c1cccc(OC2CCN(Cc3ccccc3OC(F)F)CC2)c1
-1%	Cc1ccnc(NC(=O)c2cc(S(=O)(=O)NCc3ccccc3)ccc2C)c1
-13%	COc1ccccc1C(CNC(=O)c1ccc(C)c(S(=O)(=O)N2CCCCC2)c1)N1CCCC1 (stereo not drawn)
-3%	CC(=O)Nc1ccc(S(=O)(=O)N(C)CC(=O)N(C)Cc2sccc2C)cc1
?	COc1ccc(NC(=O)CC2SC(N3CCOCC3)=NC2=O)c(OC)c1 (stereo not drawn)
0%	CC(=O)NS(=O)(=O)c1ccc(N/C(N)=N/c2nc(C)cc(C)n2)cc1
0%	O=C(NC(CC(=O)N1CCN(c2ccccc2O)CC1)c1ccccc1)c1ccccc1Cl (stereo not drawn)
2%	CC(Sc1ccc(Cl)cc1)C(=O)NNC(=O)c1ccncc1 (stereo not drawn)
21%[2.29 µM]	Cc1ccc(C)c(N2C(=O)CC(Cc3ccc(Br)cc3)C2=O)c1 (stereo not drawn)
-7%	O=C1CCN(Cc2ccccc2)CCN1CCOc1ccccc1

L3MBTL1 block	compound
33%[activator]	CN(CC(=O)NCc1ccc2c(c1)OCO2)CC(=O)Nc1ccc(F)c(F)c1F
-16%	CCCCN1C(Nc2ccccc2)=NC[C@@H]1Cc1ccccc1
4%	CC(N=C1NS(=O)(=O)c2ccccc21)C(=O)NCc1ccc(F)cc1 (stereo not drawn)
-5%	O=C(CSc1ccccn1)Nc1ccc2c(c1)CCC2
-10%	COCCN(C(=O)CSc1ncn[nH]1)c1c(N)n(Cc2ccccc2)c(=O)[nH]c1=O
15%	C[C@H]1CN=C(Nc2ccccc2)N1CCc1ccccc1
-1%	COCCn1c(SCC(=O)NCCCN2CCCC2=O)nc2ccccc2c1=O
-4%	CN(Cc1nc(-c2ccccc2)no1)C(=O)c1ccc2c(c1)OCO2
1%	C=CCn1c(SCC(=O)Nc2cc(C)on2)nnc1-c1ccccc1OC
-2%	CC(=O)c1c(C)n(-c2ccc(Br)cc2)c2ccc(O)cc12
4%	COc1ccc2oc(C(=O)N3CCCc4ccccc43)c(C)c2c1
-5%	CC(C)(C)NC(=S)N1CCC(C(=O)c2ccc(F)cc2)CC1
-7%	CCCC(C(=O)Nc1ccc(S(=O)(=O)N2CCCC2)cc1)c1ccccc1 (stereo not drawn)
-3%	CC1CCc2c(sc(NC(=O)CSc3nc(N)cc(=O)[nH]3)c2C(N)=O)C1 (stereo not drawn)
-5%	Cc1ccc(S(=O)(=O)N2CCOCC2)cc1C(=O)OCC(=O)c1ccc[nH]1
4%	Cc1ccc(C(=O)Nc2ccn(C)n2)cc1
-2%	Cc1cc(C(=O)CCC(=O)N(C)CC(=O)Nc2c(Cl)cccc2Cl)c(C)s1
-8%	COc1ccc(N2C(=O)CC(Cc3ccccc3OC)C2=O)cc1 (stereo not drawn)
-3%	CCCCCN(C(=O)COC(=O)CSc1ccc([N+](=O)[O-])cc1)c1c(N)n(CCCC)c(=O)[nH]c1=O
12%	O=C(COc1ccccc1)N[C@@H]1c2ccccc2CC[C@H]1OCc1ccccc1
1%[2.29 µM]	C=CCN1C(=O)/C(=C\C(C)=C\c2ccccc2)SC1=S
3%	COc1cccc(C(=O)Nc2cccc3ccccc23)c1OC
0%	COc1cc(NC(=O)c2ccc(S(=O)(=O)N(C)c3ccccc3OC)cc2)cc(OC)c1
-6%	CN(C(=O)Cn1cnc2sccc2c1=O)C1CCCCC1
-6%	COc1ccc(CCNc2ncnc3c2nnn3Cc2ccccc2)cc1

Part of the list above, with each value named.
C[C@H](CO)N1C[C@H](C)[C@@H](CN(C)C(=O)Nc2ccc(C(F)(F)F)cc2)Oc2ccc(NS(=O)(=O)c3cccs3)cc2C1=O
  L3MBTL1 block: 3%
CN(CC(=O)NCc1ccc2c(c1)OCO2)CC(=O)Nc1ccc(F)c(F)c1F
  L3MBTL1 block: 33%[activator]
CCN(CC(=O)Nc1ccc2c(c1)OCCO2)C(=O)CCOc1ccccc1
  L3MBTL1 block: 4%
CCOc1ccc(CN2CCN(C3CCC3)CC2CCO)cc1 (stereo not drawn)
  L3MBTL1 block: 4%

Next section.
L3MBTL1 block	compound
4%	C=CC[C@H](CC(=O)NCCO)C(=O)N[C@H](COC(=O)[C@@H](CC=C)Cc1ccc(F)cc1)c1ccccc1
-3%[2.29 µM]	O=C(C1CC1)N1N=C(c2ccccc2)CC1(O)C(F)(F)C(F)(F)F (stereo not drawn)
-5%	Nc1cc(=O)[nH]c(SCC(=O)Nc2ccc(N3CCOCC3)cc2)n1
3%	Cc1ccc(CNC(=O)COC(=O)c2cc(C)oc2C)cc1
5%	CSc1ccccc1NC(=O)COC(=O)Cc1ccsc1
-11%	CN(C)c1ccc(NC(=O)CCN2C(=O)c3cccc([N+](=O)[O-])c3C2=O)cc1
8%	O=C(COC(=O)CNC(=O)c1ccc([N+](=O)[O-])o1)Nc1ncc(C(F)(F)F)cc1Cl
-1%	CCc1ccccc1NC(=O)CNC(=O)c1n[nH]c(=O)c2ccccc12
-1%	COc1ccc(-c2sc3ccccc3c2-c2ccc(O)cc2)cc1
-1%	CC(=O)Nc1ccc(S(=O)(=O)NCCC(=O)OCC(=O)c2cc(C)ccc2C)cc1
-2%	O=C(COC(=O)c1ccc2c(c1)OCO2)Nc1ccccc1F
36%[activator]	O=C(OCc1ccccc1)N1CCc2ccccc21
-3%	Cn1c(SCc2ccccc2)nnc1-c1ccc(O)cc1
-4%	Cc1ccc([N+](=O)[O-])cc1S(=O)(=O)Nc1ccc(C(=O)N2CCN(C(=O)c3ccco3)CC2)cc1
0%[2.29 µM]	Cc1ccc(/C=C/C(=O)NCCc2cccc(Cl)c2)o1
10%	Cn1c(CC(=O)NNC(=O)c2ccc(Cl)nc2)nc2ccccc21
-5%	CCOC(=O)C1CCCN(CC(=O)Nc2nccs2)C1 (stereo not drawn)
0%	Cc1cccc(NC(=O)CN(C)C(C)C(=O)Nc2ccc(S(=O)(=O)N3CCCC3)cc2)c1C (stereo not drawn)
-2%	CC(C)N(C)Cc1nnnn1CC(=O)N(C)Cc1ccc(F)cc1
-3%	Cc1ccc(S(=O)(=O)N2[C@@H](c3cccc(Cl)c3)C(C(=O)O)=CC[C@H]2c2ccc(Cl)cc2)cc1
-6%	CCOC(=O)[C@@H]1[C@H]2COc3cc(OC)ccc3[C@H]2N2C(=O)N(c3cccc(F)c3)C(=O)[C@@]12C
-2%	CCN(CC(=O)Nc1c(F)cccc1F)C(=O)CC1CCCCC1
3%[2.29 µM]	NC(=O)c1ccccc1NC(=O)CCCc1ccccc1
-9%	O=C(CN1C(=O)NC2(CCc3ccccc32)C1=O)c1ccc(F)c(F)c1 (stereo not drawn)
2%	CCCN(CC(=O)Nc1ccccc1C)C(=O)c1ccc2c(c1)S(=O)(=O)N=C1CCCCCN12

L3MBTL1 block	compound
-7%	COc1ccc(Cl)cc1NC(=O)CN(C)C(=O)CCC(=O)c1cc(C)sc1C
5%[2.29 µM]	CC(=O)c1c(Cl)nc2ccc(Br)cc2c1-c1ccccc1
8%	COc1ccc(-c2cc(C(=O)OCC(=O)NC3CC3)c3ccccc3n2)cc1OC
6%	COc1ccc2ccc(OCC(=O)N3c4ccccc4NC(=O)CC3C)cc2c1 (stereo not drawn)
-4%	COc1cc(C(=O)Nc2cc(C(F)(F)F)ccc2N2CCOCC2)ccc1OCC(=O)N1CCOCC1
9%	C[C@H](CO)N1C[C@H](C)[C@@H](CN(C)C(=O)NC2CCCCC2)Oc2c(NC(=O)c3ccncc3)cccc2C1=O
9%	NS(=O)(=O)c1ccc(CNC(=O)c2ccc(Cl)c(S(=O)(=O)NCc3ccccc3)c2)cc1
-7%	Cc1ccc(NC(=O)CSCC(=O)Nc2cccc(S(=O)(=O)N3CCCCCC3)c2)cc1
-4%	O=C(COC(=O)c1ccc(O)cc1)Nc1ccc(S(=O)(=O)N2CCCC2)cc1
7%	Cc1cccc(C)c1NC(=O)CN(C)C(=O)CCC(=O)N1CCOCC1
0%	Cc1cccc(Oc2ccc(NS(=O)(=O)c3ccc(C)c(C(=O)O)c3)cc2)c1

Random excerpt: 6 entries already listed, in no set order.
L3MBTL1 block	compound
?	COc1ccc(NC(=O)CC2SC(N3CCOCC3)=NC2=O)c(OC)c1 (stereo not drawn)
-1%	COc1ccc(-c2sc3ccccc3c2-c2ccc(O)cc2)cc1
36%[activator]	O=C(OCc1ccccc1)N1CCc2ccccc21
-7%	O=C1CCN(Cc2ccccc2)CCN1CCOc1ccccc1
0%	COc1ccccc1C(=O)NC(=O)COC(=O)Cc1ccc(F)cc1
-5%	COc1ccc(NS(=O)(=O)c2cccc(C(=O)NCCCn3ccnc3)c2)cc1
